CHO-K1 Ca PAM = counter-screen for M1 PAMs: effect in parental CHO-K1 cells. ATP EC20, Fluo-8 calcium fluorescence; 0% at ATP EC20, 100% at ATP max. activation, % at 3 µM. hit rate 0.02% among 360,000;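 active means activation above the run cutoff, the mean activation of all test compounds plus 3 SD, cut at about 40% in these data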;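 further: peak over basal fluorescence ratio in a 140 s read after ATP addition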
OXTR agonist = activates the human oxytocin receptor | P30559 | activation, % at 3 µM | CHO-OTR cells, Fluo-8 calcium fluorescence; normalized: DMSO 0%, oxytocin 100% | hit rate 0.32% among 320,000;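 active means activation above the mean of all tested compounds plus 3 SD, cutoff set per screening run, cut at about 20% in these data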;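 further: peak over basal fluorescence ratio from a 100 s FLIPR kinetic read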
Target sequence (P30559 whole entry, looked up): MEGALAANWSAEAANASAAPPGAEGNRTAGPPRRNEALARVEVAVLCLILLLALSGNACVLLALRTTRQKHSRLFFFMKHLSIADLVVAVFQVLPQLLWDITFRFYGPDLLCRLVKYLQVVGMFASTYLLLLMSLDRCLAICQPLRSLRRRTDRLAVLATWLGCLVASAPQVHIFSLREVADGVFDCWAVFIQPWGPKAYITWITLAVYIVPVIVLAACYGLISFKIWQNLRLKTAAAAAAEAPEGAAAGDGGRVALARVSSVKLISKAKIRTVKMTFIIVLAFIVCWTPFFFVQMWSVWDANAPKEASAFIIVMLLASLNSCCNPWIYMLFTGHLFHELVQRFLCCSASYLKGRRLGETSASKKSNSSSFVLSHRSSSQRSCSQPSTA
CHO-K1 Ca antag = counter-screen for M1 antagonists: effect in parental CHO-K1 cells; inhibition, % at 3 µM; hit rate 0.6% among 360,000; ATP-induced calcium, Fluo-8 fluorescence; AID 602250;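 active means inhibition above a per-plate cutoff, the plate's mean sample inhibition plus 3 SD, cut at about 24% in these data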;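 further: 0% = DMSO plus EC80 ATP and 100% = DMSO alone without ATP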
OXTR potentiate = human OXTR potentiation | CHO-OTR cells, Fluo-8 calcium fluorescence, potentiator mode; 0% = oxytocin EC15, 100% = EC100 | activation, % at 3 µM | hit rate 0.061% among 320,000 | AID 2445;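 active means activation above that plate's cutoff, the mean activation of tested compounds plus 3 SD, cut at about 6.6% in these data, passing the limit was not always enough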;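 further: 100% uses oxytocin at 75 nM as the full agonist control; some results filed as inactive read as strong as hits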
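Replication – single well per compound, singlicate · Assay system – CHO cell line stably expressing human OTR · Timing – 6 min pre-incubation, 100 s read · Measure – normalized max/min fluorescence ratio, % activation · Doses – 3.0 µM, one dose · Detection – Fluo-8 calcium dye fluorescence · Probe or stimulus – oxytocin near EC15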
TAAR1 antag = human TAAR1 antagonism; Q96RJ0; CHO RD-HGA16 TAAR1, Fluo-8 calcium fluorescence, antagonist; inhibition, % at 3 µM; hit rate 1.5% among 360,000; AID 624466;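 active means inhibition above a per-plate cutoff, the mean inhibition of test compounds on that plate plus 3 SD, cut at about 49% in these data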;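 further: 0% = DMSO plus EC80 beta-PEA response and 100% = DMSO alone without agonist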
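Material: CHO RD-HGA16 cells bearing hTAAR1; compound dosing: one-point dosing, 3 µM nominal final; schedule: dye loading 75 min at 37 °C, then 30 min room temperature; measured by: calcium fluorescence with Fluo-8; control set: vehicle and agonist controls; replication: n of 1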
V1aR counter = activates human V1a receptor in oxytocin agonist counter-screen. activation, % at 3 µM. AID 2797. CHO-V1R cells, Fluo-8 calcium fluorescence, agonist mode; 0% DMSO, 100% 3 nM vasopressin. hit rate 0.25% among 320,000;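 active means activation above the mean activation of all tested compounds plus 3 SD, per screening run, cut at about 20% in these data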;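 further: signal is peak over basal fluorescence ratio across a 100 second FLIPR read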
Target sequence (P37288 whole entry, looked up): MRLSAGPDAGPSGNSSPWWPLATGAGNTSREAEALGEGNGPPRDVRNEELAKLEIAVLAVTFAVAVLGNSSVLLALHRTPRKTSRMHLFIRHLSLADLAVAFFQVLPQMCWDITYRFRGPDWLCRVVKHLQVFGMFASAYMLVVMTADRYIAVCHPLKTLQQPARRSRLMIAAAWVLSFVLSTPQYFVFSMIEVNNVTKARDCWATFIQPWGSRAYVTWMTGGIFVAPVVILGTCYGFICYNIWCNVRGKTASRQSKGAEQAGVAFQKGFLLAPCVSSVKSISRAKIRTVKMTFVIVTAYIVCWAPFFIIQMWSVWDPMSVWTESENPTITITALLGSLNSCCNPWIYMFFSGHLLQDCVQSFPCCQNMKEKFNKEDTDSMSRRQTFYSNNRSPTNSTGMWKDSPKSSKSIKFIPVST
M1 ag parental = counter-screen for M1 agonists: effect in parental CHO-K1 cells. hit rate 0.48% among 360,000. AID 602248. Fluo-8 calcium fluorescence; scaled to maximal ATP response, vehicle zero. activation, % at 3 µM; in the data active means activation above about 15%;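 further: untransfected CHO-K1 host cells lacking M1 receptor as counterscreen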
GPR7 antag = human neuropeptides B/W receptor 1 antagonism; inhibition, % at 4.4 µM; hit rate 1.1% among 290,000; GPR7-expressing cells, fluorescence antagonist assay; in the data active means inhibition above about 16%, passing the limit was not always enough;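 further: cells stimulated with the agonist NPW; 0% = agonist with vehicle and 100% = vehicle without agonist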
CHO parental Ca = counter-screen: ATP calcium response change in parental CHO cells | parental CHO-K1, ATP-induced calcium, Fluo-8 fluorescence | inhibition, % at 5.6 µM | hit rate 0.63% among 330,000;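 active means inhibition above that plate's mean sample inhibition plus 3 SD, cut at about 26% in these data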;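 further: 0% = ATP-challenged DMSO wells and 100% = DMSO wells without ATP; some compounds past the cut are filed as inactive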
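test system = CHO parental line | reagent = ATP stimulus | measured by = intracellular calcium via Fluo-8 no-wash fluorescent dye | control set = ATP and no-ATP DMSO wells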
* hit, by the source's call; . = not tested or not shown.

The first 5 records (preview)
SMILES	CHO-K1 Ca PAM	OXTR agonist	CHO-K1 Ca antag	OXTR potentiate	TAAR1 antag	V1aR counter	M1 ag parental	GPR7 antag	CHO parental Ca
O=[N+]([O-])c1ccc(O)c(CSc2nnnn2-c2ccccc2)c1	-25	16	22	-17	11	11	12	-4	11
Nc1nc(SCC(=O)NCCCO)nc2sc3c(c12)CCC3	19	-0.4	-14	-3	19	0.3	-0.4	-12	-4
COc1ccc(C(=O)Nc2cc(C)nn2-c2nc3ccccc3[nH]2)c(OC)c1	17	-1.8	-10	-11	31	1.1	2.5	-15	-20
N#Cc1ccsc1NC(=O)C1CCCN1S(=O)(=O)c1cccs1 (stereo unspecified)	-10	0.0	0	-6	-24	-1.3	1.0	.	-13
N#CCCN(/N=C/c1cccnc1)C1=NS(=O)(=O)c2ccccc21	8	-1.3	4	-2	-8	0.3	0.3	-5	-7

The listing, repeating the preview:
SMILES	CHO-K1 Ca PAM	OXTR agonist	CHO-K1 Ca antag	OXTR potentiate	TAAR1 antag	V1aR counter	M1 ag parental	GPR7 antag	CHO parental Ca
O=[N+]([O-])c1ccc(O)c(CSc2nnnn2-c2ccccc2)c1	-25	16	22	-17	11	11	12	-4	11
Nc1nc(SCC(=O)NCCCO)nc2sc3c(c12)CCC3	19	-0.4	-14	-3	19	0.3	-0.4	-12	-4
COc1ccc(C(=O)Nc2cc(C)nn2-c2nc3ccccc3[nH]2)c(OC)c1	17	-1.8	-10	-11	31	1.1	2.5	-15	-20
N#Cc1ccsc1NC(=O)C1CCCN1S(=O)(=O)c1cccs1 (stereo unspecified)	-10	0.0	0	-6	-24	-1.3	1.0	.	-13
N#CCCN(/N=C/c1cccnc1)C1=NS(=O)(=O)c2ccccc21	8	-1.3	4	-2	-8	0.3	0.3	-5	-7
CC(NC(=O)CSc1nnc(-c2cc3cc(Cl)ccc3o2)n1C)c1ccccc1 (stereo unspecified)	-3	4.7	-14	-20	7	4.2	1.1	-4	-13
O=C(NCc1ccccc1)c1c[nH]c2cc3c(cc2c1=O)OCCO3	21	0.7	-14	-3	6	0.3	0.4	-8	-11
CN(C)/C(=N\OC(=O)c1ccccc1)c1nonc1N	17	0.0	-3	-5	3	0.0	0.9	-10	-2
Cc1cccc(C(=O)Nc2scc(-c3ccc(Br)cc3)c2C(=O)O)c1	12	-0.4	-10	-3	2	15	0.7	.	-6
COc1ccc(C)cc1S(=O)(=O)N(C)CC(=O)N1CCCCCC1	11	0.8	-15	-2	-21	0.0	0.1	-6	-12
Cc1occc1C(=O)N1CCN(S(C)(=O)=O)CC1	26	1.4	-13	1	3	0.4	0.6	-14	0
CN1CCN(NC(=S)Nc2ccccc2)CC1	16	0.8	-9	3	-10	1.8	2.2	-7	10
Cc1ccc(S(=O)(=O)N2CCC(C(=O)NNC(=O)c3ccccc3)CC2)cc1	10	-1.0	-21	5	-9	0.1	0.0	-12	-14
Cc1nc(N)sc1C(=O)N/N=C/c1ccc([N+](=O)[O-])cc1	-16	0.1	12	-4	-8	0.3	-0.6	-10	-5
O=C(Nc1ccc(F)cc1)c1oc2ccccc2c1NC(=O)C1CCCC1	3	-0.3	0	-3	.	0.5	-0.1	-11	-36
CCCCCCCC(=O)N/N=C(/C)c1c(O)cc(C)oc1=O	3	-0.6	-13	-8	-13	0.1	0.0	7	-27
CCOC(=O)C1=C(C)N(C)C(C)=C(C(=O)OCC)C1c1ccc(Cl)cc1	9	-1.2	-19	-10	24	-2.0	-1.2	-20	-38
COC(=O)CSc1nc2ncc(Cl)cc2[nH]1	20	0.1	-8	-9	-5	0.5	0.6	0	1
CN(C)CC/C=C1/c2cc(F)ccc2Sc2ccc(Cl)cc21	15	6.7	-2	-5	-13	5.1	3.3	.	-8
Cc1ccc2c(CN3CCN(CCO)CC3)cc(=O)oc2c1	6	1.9	2	9	-12	-0.2	0.3	-5	-7
CCOC(=O)C1CCN(CC(O)COC(CC)c2ccccc2)CC1 (stereo unspecified)	-4	2.6	-19	-5	-16	1.5	5.2	1	6
CCn1cc(/C=N/NS(=O)(=O)c2ccc(OC)cc2)c(C)n1	-8	4.1	15	-15	-6	1.6	1.0	1	-10
COc1cc2nc(-c3ccc(Br)o3)oc(=O)c2cc1OC	18	-0.6	-7	-9	5	-0.6	0.1	-21	-14
Cc1ccc(C2Nc3cccc4cccc(c34)N2)cc1	-16	-0.7	12	0	-14	1.0	-0.1	-18	-14
CC(Oc1ccccc1F)C(=O)NCCN1CCCCC1 (stereo unspecified)	-3	0.0	1	-14	10	3.1	-0.5	5	-13
c1ccc(C(c2ccccc2)N2CCN(c3ccc4ccccc4n3)CC2)cc1	-8	-0.3	-10	-10	9	-1.0	0.0	-9	-7
CCN(CC(=O)Nc1c(F)cccc1F)C(=O)c1ccc(-c2ccccc2)cc1	19	0.5	5	-19	2	3.4	1.3	.	-25
COc1cc(/C=C(\C#N)c2nc3ccccc3n2C)cc(OC)c1O	15	26*	-12	-5	13	29*	4.4	5	14
CCCOc1c(OC)cccc1C1CC(=O)Nc2cc3c(cc21)OCCO3 (stereo unspecified)	2	-0.3	0	-9	-12	-1.4	-0.5	1	-22
COC(=O)c1sccc1-c1ccc(C(N)=O)o1	.	-0.4	.	-10	.	0.3	.	5	3
CC(Sc1ccccc1)C(=O)N(CCC#N)Cc1cccnc1 (stereo unspecified)	7	1.3	-10	-1	-19	0.4	2.5	-9	-4
CC(C)CNC(=S)N(CCCO)Cc1cc2cc3c(cc2[nH]c1=O)OCCO3	15	-0.9	-6	0	-21	-0.3	-0.2	-16	-9
COc1ccc(C)cc1NC(=O)N1CCC(CO)(CC2CCCCO2)CC1 (stereo unspecified)	20	-1.0	-13	-7	5	-0.4	1.1	-8	4
CCOC(=O)[C@]12CCC=C1N(CCC1=CCCCC1)C(=O)[C@H](CC(=O)NCc1ccc(OC)c(OC)c1)C2	15	.	-15	.	-14	.	-0.4	.	.
Cc1cccc(NC(=O)c2cc3c(n(-c4ccccc4)c2=O)CCCC3=O)n1	21	.	-8	.	-20	.	0.3	-1	.
COc1ccc(NC(=O)c2ccc(-c3ccccc3)cc2)cc1S(=O)(=O)N1CCOCC1	10	3.2	-3	-29	87*	5.0	1.7	0	-5
Cn1c(CNC(=O)OC(C)(C)C)n[nH]c1=S	10	-0.1	-6	-13	-31	0.9	9.4	-1	7
COCCN(C(=S)Nc1ccc(OC)c(Cl)c1)C1CCN(C(C)=O)CC1	2	.	-11	.	-7	.	5.2	.	.
COc1ccc(N2CCN(S(=O)(=O)c3cc4c(cc3C)N(C(C)=O)CCO4)CC2)cc1	6	-0.3	-10	-8	-3	0.6	0.1	-4	-11
Cc1ccccc1-c1nc2cc(Cl)ccc2c(=O)o1	13	0.5	-7	0	17	-1.4	0.7	-3	-19
Cc1ccn(CCC(=O)N2CCCC(N3CCN(c4ccccc4C)CC3)C2)n1 (stereo unspecified)	5	.	-3	.	10	.	-0.1	.	.
Cc1ccc(CNC(=O)C2CCN(S(=O)(=O)c3ccc4c(c3)OCCCO4)CC2)cc1	18	0.0	-14	-2	1	1.2	1.4	-1	-18
Cn1c(=O)c2c(nc(SCCN3CCCCC3)n2C)n(C)c1=O	17	0.4	-3	-6	5	1.5	0.7	-13	-6
CCC(C)Nc1nc(N)c([N+](=O)[O-])c(NC2CCCCC2)n1 (stereo unspecified)	5	-1.6	-12	-12	-14	0.2	0.0	-24	-20
Cc1ccc(S(=O)(=O)CC(O)CN2CCCC2=O)cc1 (stereo unspecified)	-1	-0.7	-6	-3	12	-0.7	0.4	-10	3
Cc1cccc(NC(=O)c2ccc(NC(=O)c3ccccc3Br)cc2)c1	-4	0.6	5	-8	27	1.5	4.3	9	5
Cc1ccc(F)cc1NC(=O)C1C2CCC(O2)C1C(=O)O (stereo unspecified)	7	1.1	-10	-2	-1	0.4	0.0	-9	-7
CN(C)CCCNc1ncnc2c1cnn2Cc1ccccc1Cl	6	.	-3	.	0	.	0.5	-6	.
COc1ccc(NS(=O)(=O)c2ccc(C)c(C(=O)OC(C)C(=O)N3CCOCC3)c2)cc1 (stereo unspecified)	-32	-0.3	10	-3	3	1.3	1.0	.	-8
COc1ccc(NCC(=O)Nc2c(C)cccc2C)cc1S(=O)(=O)N1CCOCC1	18	.	-7	.	-21	.	1.8	.	.

The list goes on.
SMILES	CHO-K1 Ca PAM	OXTR agonist	CHO-K1 Ca antag	OXTR potentiate	TAAR1 antag	V1aR counter	M1 ag parental	GPR7 antag	CHO parental Ca
CC1(C)Cc2ccccc2C(NN=C2CCCC2)=N1	-15	-1.4	21	-6	4	0.4	-0.6	-3	-20
Cc1nc(NCCc2ccccc2)sc1C(=O)N(C)C	18	-0.1	-17	-18	-2	1.5	1.4	4	-5
CCc1ccc(NC(=S)N2CCN(c3cccc(OC)c3)CC2)cc1	-4	3.5	-2	-18	8	4.4	4.3	0	16
Cc1ccc(S(=O)(=O)N2CCC(C(=O)NC3CC3)CC2)cc1	-8	-0.1	-10	1	-13	0.2	0.8	-4	-1
COc1ccc(CCN2CC(C(=O)N(C)CC(=O)Nc3ccc(F)c(F)c3F)CC2=O)cc1OC (stereo unspecified)	-9	.	7	.	-20	.	0.7	.	.
O=C(NC(=O)N1CCCC1)c1csnn1	16	0.3	-15	-2	-25	0.4	0.2	-4	2
O=C(OCC(=O)N(CCc1ccccc1)Cc1ccccc1)c1cc(S(=O)(=O)N2CCOCC2)ccc1F	-24	-2.3	6	-10	31	0.3	2.5	.	-10
O=C(O)/C=C\C(=O)Nc1ccccc1C(=O)N1CCN(c2ccc(Cl)cc2)CC1	5	6.2	1	-13	-11	6.4	2.8	6	-15
COc1ccc(OC)c(S(=O)(=O)Nc2cnc3ccccc3c2)c1	2	1.5	0	-12	1	2.0	1.4	4	-17
O=c1oc(CCCO)cc2ccc(C#Cc3ccsc3)cc12	3	7.5	-4	-6	12	5.0	2.5	.	10
C/C(Cl)=C\Cn1c(NCCCn2ccnc2)nc2c1c(=O)n(C)c(=O)n2C	7	1.7	6	4	12	0.5	1.2	-4	-8
CC(C)NC(=O)C1(C)CCN1Cc1cccc(Cl)c1 (stereo unspecified)	6	.	-14	.	-17	.	0.5	.	.
O=C(C[C@H]1C/C=C\C[C@@H](Cc2ccc(F)cc2)C(=O)OC[C@H]2CCCN2C1=O)N[C@H](CO)Cc1ccccc1	21	0.2	-17	-7	7	-0.4	1.3	.	-9
CCN(CC)S(=O)(=O)c1ccc(N2CCN(S(=O)(=O)c3ccccc3)CC2)nc1	6	.	-1	.	16	.	1.1	1	.
CCOc1ccc(NC(=O)NC(=O)N(C(C)C)S(C)(=O)=O)cc1	-5	0.3	4	-16	-7	0.2	-0.1	-5	-3
N#Cc1ccccc1/C=C/C(=O)N1CCOCC1	15	0.9	-15	12	-44	0.0	4.2	0	13
COc1cccc(C2N(c3ccccc3)CCN2c2ccccc2)c1OC	15	-2.5	-8	-1	-30	-0.9	0.0	-10	-17
Cc1cccc(-n2c(C)n[nH]c2=S)c1	9	-0.4	-17	-4	-17	0.5	0.1	2	-11

High-throughput results: PubChem BioAssay, The Scripps Research Institute Molecular Screening Center
